P. falciparum M17LAP: P. falciparum M17LAP inhibitors, primary screen, biochemical, fluorogenic H-Leu-NHMec substrate, 1536-well (AID 1619) | recombinant M17LAP, H-Leu-NHMec fluorogenic kinetic assay; higher % means a stronger effect | inhibition, % at 30 µM, or IC50 in µM where a hit was titrated | 0.38% of 220,000 active;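 active = compound inhibiting the enzyme by more than half at any dose during confirmatory dose-response retesting; inconclusive = strong single-dose inhibitors picked by rank but not retested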;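 note: plate controls were full reaction with DMSO carrier for no effect and no enzyme background for full effect; strong numbers were not always called active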
K1F lysis inhibition: inhibition of K1F phage lysis, E. coli UTI89, bacterial capsule biogenesis inhibitors, alamar blue (AID 488966). 0.02% of 340,000 active. one-dose inhibition, % at 100 µM; IC50 in µM for titrated hits. E. coli UTI89 K1F phage lysis, alamar blue, 2 h; higher % means a stronger effect;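 active = phage lysis inhibition, versus mean bacterial control, above a set limit; inconclusive = no clear call, values can overlap the other calls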;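 note: capsule biogenesis inhibitors block K1F phage lysis so surviving cells raise fluorescence; higher fluorescence means more inhibition of phage lysis; actives were called in the ten point dose series up to 300 µM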
TNAP activators: human TNAP enzyme activators, primary screen, biochemical, luminescent, no phosphate acceptor, uHTS (AID 1001); activation fold at 20 µM, or EC50 in µM where a hit was titrated; purified TNAP, luminescent activation assay, no phosphate acceptor; higher activation fold means a stronger effect; 0.03% of 200,000 active; in the data active = activation fold from about 3, or a potency from the dose series; inactive = the rest, 99 in 100 with activation fold below about 1.6; note: many of its hits are not listed in these tables
West Nile antiviral: inhibition of WNV-induced cytopathic effect – cell-based, CPE readout (AID 1621); West Nile virus-infected cells, CPE inhibition; higher % means a stronger effect; CPE inhibition, % at 10 µM; hits with a dose series show IC50 in µM; 0.02% of 290,000 active; in the data active = a potency from the dose series; inconclusive = CPE inhibition mostly from about 3.7% at the one dose, without a potency; inactive = the rest, 99 in 100 with CPE inhibition below about 2.2%; note: strong numbers were not always called active
RSV antiviral HEp-2: RSV antiviral activity via CPE protection, HEp-2 cells, primary 10 µM value included (AID 2391) | HEp-2 cells, RSV-induced CPE inhibition; higher % means a stronger effect | one-dose CPE inhibition, % at 10 µM; IC50 in µM for titrated hits | 0.13% of 310,000 active; in the data active = a potency from the dose series; inconclusive = CPE inhibition mostly from about 23% at the one dose, without a potency; inactive = the rest, 99 in 100 with CPE inhibition below about 21%; note: strong numbers were not always called active
T cell HTS: modulates CD8 T cell binding to vesicles; 2C CD8+ T cell-vesicle binding, flow cytometry; hits give low values; calls only at 7 µM; 0.068% of 330,000 active;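 active = response, share of CD8 T cells binding vesicles, and their 90th percentile fluorescence all below set limits, cut at about 80% in these data, passing the limit was not always enough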
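System: murine 2C transgenic CD8+ T lymphocytes; also added: QL9-loaded Drosophila micro-vesicles; times: binding 1.5 h at 37 °C; measured by: flow cytometry, PE anti-B7-1 (FL2) versus Alexa647 anti-CD8 (FL8), PFA-fixed; control set: Peptide-free naked vesicles (low) and QL9 vesicles with 0.7% DMSO vehicle (high)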
M1AAP inhibition: P. falciparum M1AAP inhibitors, biochemical, fluorogenic H-Leu-NHMec substrate, 1536-well (AID 1445) | recombinant M1AAP, H-Leu-NHMec fluorogenic kinetic assay; higher % means a stronger effect | inhibition, % at 30 µM, or IC50 in µM where a hit was titrated | 0.42% of 220,000 active;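 active = primary inhibition above the hit cutoff, then over 50% inhibition at one or more dose response concentrations, cut at about 23% in these data, passing the limit was not always enough; inconclusive = conflicting primary data, or primary hits not chosen for dose response; inactive = low primary inhibition, or under 50% at every dose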;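 note: plate controls were DMSO full reaction for no effect and no enzyme background for full effect; strong numbers were not always called active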
PMI inhibitors: inhibitors of human PMI, primary screen, biochemical, fluorescence intensity, coupled assay (AID 1209); purified PMI enzyme, coupled fluorescence intensity; higher % means a stronger effect; one-dose inhibition, % at 20 µM; IC50 in µM for titrated hits; 0.42% of 190,000 active;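 note: plate controls were DMSO vehicle for no effect and wells lacking substrate for full effect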
human PMI inhibitors: MPI inhibition at elevated mannose 6-phosphate – biochemical, fluorescence intensity, high mannose 6-phosphate, primary screen (AID 1220); recombinant PMI enzyme, coupled fluorescence intensity; higher % means a stronger effect; inhibition, % at 20 µM; hits with a dose series show IC50 in µM; 0.66% of 190,000 active
T cell HTS vesicle-bound %: second read-out of T cell HTS, no call of its own (marks repeat the call); double positive events, %; measured here: CD8+ vesicle-bound cell fraction;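 binding gate set so that unloaded-vesicle control wells show 10% double positive cells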
An asterisk follows results filed as active; [ ] = dose if it differs, or a comment. Cut-off read from the data, not from the text of the source, unless noted: active = inhibition above about 50%; inactive = the rest.

Results for CCOc1nc(C)ccc1-c1noc(-c2ccccn2)n1 ?
P. falciparum M17LAP: 1%; K1F lysis inhibition: 1.5%; TNAP activators: 1.1; West Nile antiviral: 0.3%; RSV antiviral HEp-2: 1.3%; T cell HTS: inactive; M1AAP inhibition: 1%; PMI inhibitors: -3%; human PMI inhibitors: -5%; T cell HTS vesicle-bound %: 19

Results for COCCCn1c(SCC(=O)NCc2ccco2)nc2sc3c(c2c1=O)CCC3 ?
P. falciparum M17LAP: 15%; K1F lysis inhibition: 1.7%; TNAP activators: 1.1; West Nile antiviral: 0.8%; RSV antiviral HEp-2: 2.3%; T cell HTS: inactive; M1AAP inhibition: 8%; PMI inhibitors: 12%; human PMI inhibitors: 14%; T cell HTS vesicle-bound %: 22

How did COc1ccccc1-c1nc(SCC(=O)N(C)c2ccccc2)c2c(=O)n(C)c(=O)n(C)c2n1 do in these assays?
P. falciparum M17LAP: 1%; K1F lysis inhibition: 0.1%; TNAP activators: 1.1; West Nile antiviral: 0.4%; RSV antiviral HEp-2: -0.5%; T cell HTS: inactive; M1AAP inhibition: 2%; PMI inhibitors: -1%; human PMI inhibitors: -5%; T cell HTS vesicle-bound %: 11

What do the screens show for `CCCCNC(=S)N/N=C/c1ccc(C)s1`?
P. falciparum M17LAP: -9%; K1F lysis inhibition: 0.2%; TNAP activators: 1.2; RSV antiviral HEp-2: 0.7%; T cell HTS: inactive; M1AAP inhibition: 2%; PMI inhibitors: -4%; human PMI inhibitors: -8%; T cell HTS vesicle-bound %: 15

How did CCOC(=O)c1sc2ncn(C(CC)C(=O)OCC)c(=O)c2c1C (stereo not drawn) do in these assays?
P. falciparum M17LAP: -2%; K1F lysis inhibition: 1.8%; TNAP activators: 1.1; West Nile antiviral: 0.1%; RSV antiviral HEp-2: -0.7%; T cell HTS: inactive; M1AAP inhibition: 5%; PMI inhibitors: 5%; human PMI inhibitors: 8%; T cell HTS vesicle-bound %: 28

How did Fc1ccc(NC(=S)Nc2ccccc2N2CCOCC2)cc1Cl do in these assays?
P. falciparum M17LAP: -2%; K1F lysis inhibition: 0.2%; TNAP activators: 1.1; West Nile antiviral: 0.6%; RSV antiviral HEp-2: 0.2%; T cell HTS: inactive; M1AAP inhibition: 12%; PMI inhibitors: -3%; human PMI inhibitors: 0%; T cell HTS vesicle-bound %: 22

How did Cc1nc([N+](=O)[O-])cn1-c1nc2ccccn2c1[N+](=O)[O-] do in these assays?
P. falciparum M17LAP: -3%; K1F lysis inhibition: 0.5%; West Nile antiviral: 0.6%; RSV antiviral HEp-2: 0.7%; T cell HTS: inactive; M1AAP inhibition: 6%; T cell HTS vesicle-bound %: 19

What do the screens show for `CCN(CC)CCN(Cc1cc2ccc(C)c(C)c2[nH]c1=O)C(=S)NCc1ccco1`?
P. falciparum M17LAP: -6%; K1F lysis inhibition: 0.7%; TNAP activators: 1; West Nile antiviral: -0.1%; RSV antiviral HEp-2: 42%; T cell HTS: inactive; M1AAP inhibition: 10%; PMI inhibitors: 12%; human PMI inhibitors: 10%; T cell HTS vesicle-bound %: 18

How did COc1ccc(CNC(=O)CCC(=O)Nc2nnc(C(F)(F)F)s2)cc1 do in these assays?
K1F lysis inhibition: 1.2%[50 µM]; West Nile antiviral: -0.3%; RSV antiviral HEp-2: 0.8%; T cell HTS: inactive; T cell HTS vesicle-bound %: 15

What do the screens show for `COc1cc(-c2noc(C)c2C#Cc2ccsc2)cc(OC)c1OC`?
K1F lysis inhibition: -0.5%; West Nile antiviral: -1.9%; RSV antiviral HEp-2: 3.1%; T cell HTS: inactive; T cell HTS vesicle-bound %: 20

How did CCOC(=O)Cc1csc(NS(=O)(=O)c2ccc(NC(C)=O)cc2)n1 do in these assays?
K1F lysis inhibition: -1.8%; West Nile antiviral: 0.3%; RSV antiviral HEp-2: 1.0%; T cell HTS: inactive; T cell HTS vesicle-bound %: 57

What do the screens show for `O=C(COC(=O)c1cccc(Br)c1)NCCNC(=O)COC(=O)c1cccc(Br)c1`?
K1F lysis inhibition: -0.1%; West Nile antiviral: 0.1%; RSV antiviral HEp-2: 0.7%; T cell HTS: inactive; T cell HTS vesicle-bound %: 65

Results for C/C(=N\Nc1ccc(C(=O)c2c(C)cc3ccccn23)cc1[N+](=O)[O-])c1ccc(O)cc1 ?
P. falciparum M17LAP: 4%; K1F lysis inhibition: 0.1%; West Nile antiviral: 0.1%; RSV antiviral HEp-2: 5.8%; T cell HTS: inactive; M1AAP inhibition: 4%; T cell HTS vesicle-bound %: 43

What do the screens show for `Cc1cc(C(=O)OCC(=O)NC(C)C)c(C)o1`?
P. falciparum M17LAP: 4%; K1F lysis inhibition: 0.4%; TNAP activators: 1.2; RSV antiviral HEp-2: 3.6%; T cell HTS: inactive; M1AAP inhibition: -1%; PMI inhibitors: -2%; human PMI inhibitors: -8%; T cell HTS vesicle-bound %: 20

What do the screens show for `Cc1ccc(SC[C@H](Cc2ccccc2)N2CC[C@@H](C)CCC2=O)cc1`?
K1F lysis inhibition: -0.7%; West Nile antiviral: -1.4%; RSV antiviral HEp-2: 2.0%; T cell HTS: inactive; T cell HTS vesicle-bound %: 16

How did COc1ccccc1C1C(C#N)=C(N)Oc2cc(C)n(CCCn3ccnc3)c(=O)c21 (stereo not drawn) do in these assays?
P. falciparum M17LAP: 4%; K1F lysis inhibition: 0.1%; TNAP activators: 1.1; West Nile antiviral: 0.7%; RSV antiviral HEp-2: 0.1%; T cell HTS: inactive; M1AAP inhibition: 3%; PMI inhibitors: 13%; human PMI inhibitors: 11%; T cell HTS vesicle-bound %: 24

How did CCOC(=O)Cc1[nH]nc2c1C(c1ccoc1)C(C#N)=C(N)O2 (stereo not drawn) do in these assays?
P. falciparum M17LAP: 0%; K1F lysis inhibition: -2.4%; TNAP activators: 1; West Nile antiviral: -0.2%; RSV antiviral HEp-2: 1.1%; T cell HTS: inactive; M1AAP inhibition: 12%; PMI inhibitors: 18%; human PMI inhibitors: 16%; T cell HTS vesicle-bound %: 6

What do the screens show for `CNC(=O)n1cc(C)c(-c2cccs2)n1`?
P. falciparum M17LAP: 3%; West Nile antiviral: 0.3%; RSV antiviral HEp-2: 1.9%; T cell HTS: inactive; M1AAP inhibition: 9%; T cell HTS vesicle-bound %: 22

Results for COc1ccc(NC(=O)c2cccs2)cc1NC(=O)c1ccco1 ?
P. falciparum M17LAP: 3%; K1F lysis inhibition: 0.5%; TNAP activators: 1.1; West Nile antiviral: -0.6%; RSV antiviral HEp-2: 0.1%; T cell HTS: inactive; M1AAP inhibition: 9%; PMI inhibitors: -6%; human PMI inhibitors: -5%; T cell HTS vesicle-bound %: 8

How did N[C@@H](Cc1ccccc1)C(=O)N1CCC(C(=O)N[C@@H](Cc2c[nH]c3ccccc23)C(=O)O)CC1 do in these assays?
K1F lysis inhibition: 0.1%[50 µM]; West Nile antiviral: -0.3%; RSV antiviral HEp-2: 0.4%; T cell HTS: inactive; T cell HTS vesicle-bound %: 5

What do the screens show for `COc1cc(OC)c(-c2nc(-c3ccncc3)no2)cc1OC`?
K1F lysis inhibition: 6.3%; West Nile antiviral: 0.2%; RSV antiviral HEp-2: 1.1%; T cell HTS: inactive; T cell HTS vesicle-bound %: 64

How did COc1ccc(C(=O)O/N=C(\N)c2ccc(OC)c(OC)c2)c(OC)c1 do in these assays?
K1F lysis inhibition: -0.2%[50 µM]; West Nile antiviral: -2.0%; RSV antiviral HEp-2: 3.0%; T cell HTS: inactive; T cell HTS vesicle-bound %: 39

Results for CSc1ccccc1NC(=S)N/N=C/c1cccn1Cc1ccc(F)cc1 ?
P. falciparum M17LAP: 3%; K1F lysis inhibition: -0.2%; TNAP activators: 1.1; West Nile antiviral: -1.7%; RSV antiviral HEp-2: 5.6%; T cell HTS: inactive; M1AAP inhibition: 8%; PMI inhibitors: 7%; human PMI inhibitors: 0%; T cell HTS vesicle-bound %: 58

Results for Cn1c(=O)c2cc(S(=O)(=O)Nc3cc(C(=O)O)cc(C(=O)O)c3)ccc2n(C)c1=O ?
P. falciparum M17LAP: 3%; K1F lysis inhibition: 0.5%; TNAP activators: 1.1; West Nile antiviral: 0.4%; RSV antiviral HEp-2: 2.2%; T cell HTS: inactive; M1AAP inhibition: 2%; PMI inhibitors: -6%; human PMI inhibitors: 5%; T cell HTS vesicle-bound %: 23

What do the screens show for `O=C(COC(=O)c1cc(=O)[nH]c2ccccc12)Nc1nc(-c2ccccc2)cs1`?
P. falciparum M17LAP: -3%; K1F lysis inhibition: 0.1%; TNAP activators: 0.9; West Nile antiviral: 1.5%; RSV antiviral HEp-2: 0.6%; T cell HTS: inactive; M1AAP inhibition: 7%; PMI inhibitors: 6%; human PMI inhibitors: 4%; T cell HTS vesicle-bound %: 35

How did CCN1CCN(Cc2ccc(NC(=O)c3cc(NC(=O)c4cc(C)on4)cc(OC)c3)cc2C(F)(F)F)CC1 do in these assays?
K1F lysis inhibition: -0.2%; West Nile antiviral: inconclusive; RSV antiviral HEp-2: 16%; T cell HTS: inactive; T cell HTS vesicle-bound %: 36

What do the screens show for `O=C(COC(=O)/C=C/c1ccc(S(=O)(=O)N2CCOCC2)cc1)NCc1ccc2c(c1)OCO2`?
P. falciparum M17LAP: 4%; K1F lysis inhibition: 3.3%; TNAP activators: 1; West Nile antiviral: 0.1%; RSV antiviral HEp-2: 0.8%; T cell HTS: inactive; M1AAP inhibition: 5%; PMI inhibitors: -8%; human PMI inhibitors: -8%; T cell HTS vesicle-bound %: 44

Results for COC(=O)CNC(=O)C1(C)C=CCN1C(=O)c1ccccc1 (stereo not drawn) ?
P. falciparum M17LAP: -15%; K1F lysis inhibition: -0.3%; TNAP activators: 1; West Nile antiviral: 0.8%; RSV antiviral HEp-2: 0.4%; M1AAP inhibition: -4%; PMI inhibitors: -11%; human PMI inhibitors: -12%

How did Cc1ccc(-n2c3nc(=O)n(C)c(=O)c-3cc3ccccc32)cc1 do in these assays?
P. falciparum M17LAP: 16%; West Nile antiviral: 0.2%; RSV antiviral HEp-2: 0.2%; T cell HTS: inactive; M1AAP inhibition: 5%; T cell HTS vesicle-bound %: 23

Results for O=[N+]([O-])c1cccc(CN2CCN(c3cccc4[nH]ccc34)CC2)c1 ?
K1F lysis inhibition: 0.3%; West Nile antiviral: -0.7%; RSV antiviral HEp-2: 1.3%; T cell HTS: inactive; T cell HTS vesicle-bound %: 30

Compound activity as filed in PubChem BioAssay.
